Compound activity deposited in PubChem BioAssay by Small Molecule Screening Facility, UW Madison.
PriA SSB inh – blocks PriA binding to SSB C-terminal tail. AlphaScreen SSBct-PriA binding, biotinylated peptide. actives 0.6% (n = 430,000). inhibition, % at 33 µM; in the data active = inhibition mostly above about 37%, no sharp cut-off; inactive = mostly below about 20%;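 note: plate controls were negative control peptide for no effect and reference peptide for full effect; strong numbers were not always called active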
Starred values were filed as active, the others as inactive; & = joins results of further samples.

SMILES	PriA SSB inh
Cc1nc(SCC(=O)Nc2cccc(C(F)(F)F)c2)c2c3c(sc2n1)CCC3	-13
Cc1n[nH]c(C)c1N	1
Cc1ccc2nc(C)c(C(=O)NN=Cc3cccs3)cc2c1	0
COc1ccc(-n2c(=O)[nH]cc(C(=O)Nc3ccc(C(C)=O)cc3)c2=O)cc1OC	-8
COc1ccc(Cl)cc1NC(=O)NCCn1nc(-c2ccccn2)n(C)c1=O	-6
CC(=O)Oc1ccc2occ(C=Nc3cc(=O)[nH]c(=S)[nH]3)c(=O)c2c1	2
Cc1cccc(C(N)=NOC(=O)Cc2cccs2)c1	-52
CCc1ccc(C=Nn2c(C3CCCCC3)n[nH]c2=S)cc1	5
Cc1cccc(CC(=O)Nc2ccc3c(c2)CN(C(=O)C2CC2)CC3)c1	-11
COc1ccccc1C(=O)Nc1ccccc1Cc1nc(C2CC2)no1	-9
COc1cn2c(cc1=O)C(=O)N(CCNC(=O)c1ccc(Cl)cc1Cl)CC2	-5
COc1cccc2cc(C(=O)N3Cc4cnc(N5CCOCC5)nc4C3)oc12	-8
CCOCC(=O)N1CC[C@H](Oc2ccc(N(C)C)nn2)C1	-14
COc1ccc(CNC(=O)N2C3C=CCC2CC3)cc1 (configuration not stated)	-19
Cc1noc(C2CN(C(=O)Nc3ccc(C(F)(F)F)cc3)C2)n1	-3
O=C(Cn1c(=O)n(Cc2ccccc2)c(=O)c2ncccc21)Nc1ccc(F)cc1F	-19
COC(=O)NN=Cc1cn(CCCOc2ccccc2)c2ccccc12	15
CCOC(=O)c1ccccc1NC(=O)Cn1cnc2c(nnn2-c2ccc(OC)c(OC)c2)c1=O	3
COc1ccc(CCC(=O)Nc2ccc3c(c2)CN(C(=O)c2ccccc2)CC3)cc1	-6
O=C(NN=Cc1ccccc1O)C1CCCC1	-8
Cc1cccc(C=NNC(=O)CN2CCCCCCC2)c1	-1
CN1CCCc2cc(CCNC(=O)C(=O)Nc3ccc(OC(F)(F)F)cc3)ccc21	-9
CCOc1ccc(C=NC2=C(C#N)C3CCCCC3S2)cc1OC (configuration not stated)	10
O=C(CN1C(=O)CCC1=O)N1CCC(CSC2=NCCS2)CC1	-8
COC(=O)c1cc(OC)c(OC)cc1NC(=O)c1ccoc1COc1ccccc1	-2
O=C(CNC(=O)c1ccccn1)NN=Cc1ccc2c(c1)OCO2	11
COC(=O)c1ccccc1Cc1nc(=O)c2ccccc2n1C	-7
Cc1cccc(NC(=O)NCC(c2ccc3c(c2)CCN3C)N2CCN(C)CC2)c1 (configuration not stated)	10
Cc1ccc(C)n1-n1cnc2sc3c(c2c1=O)CCCC3	2
CNC(=O)c1c(NC(=O)c2cccc(N3C(=O)CCC3=O)c2)sc(C)c1C	-3

Three consecutive compounds already listed:
SMILES	PriA SSB inh
O=C(Cn1c(=O)n(Cc2ccccc2)c(=O)c2ncccc21)Nc1ccc(F)cc1F	-19
COC(=O)NN=Cc1cn(CCCOc2ccccc2)c2ccccc12	15
CCOC(=O)c1ccccc1NC(=O)Cn1cnc2c(nnn2-c2ccc(OC)c(OC)c2)c1=O	3

The results go on:
SMILES	PriA SSB inh
Cc1cc(OC2CN(S(=O)(=O)CCCOc3ccccc3)C2)cc(=O)o1	-7
Cc1ccnc(NN=Cc2ccccc2)n1	-12
O=C(NCCOc1ccc(-c2ccccn2)nn1)[C@H]1CC(=O)N(c2cccc(Br)c2)C1	100*
Cn1ccc(C(=O)Nc2nnc(CSc3ccccc3)o2)n1	9
CCOC(=O)c1c(SC)nc(=O)[nH]c1C	-6
O=C(C1CC1)N1CCC(S(=O)(=O)c2ccccc2)CC1	-2
Nc1ccc(-c2nnc(Nc3ccccc3)s2)cc1	4
O=C(NCCC(O)c1cccs1)c1ccco1 (configuration not stated)	5
CSc1nnc2n1CCN2c1ccccc1	1
Cc1csc(CN2CCN(C(=O)/C=C/c3ccccc3)CC2)n1	-4
O=C(NCCc1ccccc1)C(=O)NCC[C@H](O)c1ccco1	-15
O=C(NCc1ccccc1)N1CCN(c2ccc3nncn3n2)CC1	-15&1
COc1ccc(-c2cc3c(SCC(=O)NC4CCCC4)nccn3n2)cc1	-4
O=C(NC[C@H]1CCCO1)c1ccc(-n2nc(C(F)(F)F)cc2-c2cccs2)cc1	1
CCn1ccc(C(=O)Nc2nnc(CCSc3ccccc3)o2)n1	-10
COc1ccccc1NC(=O)N1CCC(CNC(=O)c2cc(-c3ccc(F)cc3)nn2C)CC1	-3
COc1ccc(CC(=O)N2CCC(S(C)(=O)=O)CC2)cc1OC	-1
O=C(Nc1ccc(Nc2ccc(-n3cccn3)nn2)cc1)c1ccc2c(c1)OCO2	32
Cc1nn(C2CCS(=O)(=O)C2)c2nc(-c3ccc(F)cc3)cc(C(=O)N(C)C3CCN(C)CC3)c12 (configuration not stated)	2
CN(C)c1ccc(O[C@H]2CCN(C(=O)Cn3c(=O)oc4ccccc43)C2)nn1	-15
CC1(C)C(=O)NCCN1C(=O)/C=C/c1cccs1	-21
CC(=O)c1ccc(OC(=O)c2ccc3c(c2)C(=O)N(c2ccccc2)C3=O)cc1	-1
COc1cccc2c1Oc1nc(-c3ccccc3)nc(SCC(=O)N3CCCc4ccccc43)c1C2	-19
Cc1ccc(C(=O)NCCNC(=O)c2ccc(NC(=O)C3CC3)cc2)cc1C	-11
Cc1cc(C)c2sc(NC(=O)Cc3ccc(Cl)cc3)nc2n1	-7
O=S(=O)(NCC1(Sc2ccccc2)CCOCC1)c1ccc2c(c1)OCCO2	-13
N#C/C(=C\N1CCC(C(N)=O)CC1)C(=O)Nc1cccc(Cl)c1	-3
O=C(CSc1nc2ccc(Br)cc2c2nc3ccccc3n12)NCC1CCCO1 (configuration not stated)	1
COCCN1CCC(NC(=O)c2ccc(Cl)cc2Cl)CC1	-11
C(=C\c1ccccc1)/CSc1nnc(-c2ccccc2)o1	-18
Cc1ccc(-c2nc(CCNC(=O)/C=C/c3ccccc3)cs2)cc1	5
Cc1cc(C=NNC(=O)c2cccs2)c(C)n1-c1ccc2ncccc2c1	30
CC(=NOC(=O)Nc1ccccc1)c1cnn(-c2cc(C(F)(F)F)cc(C)n2)c1C	-4
O=S(=O)(c1cccc2cccnc12)N1CCCSCC1CN1CCOCC1 (configuration not stated)	-15
CC(C)(Oc1ccc(Cl)cc1)C(=O)N1CCC(COCc2ccc(F)cc2)CC1	-30
COc1ccccc1NC(=O)CSc1nc2c(sc3ncccc32)c(=O)n1Cc1ccccc1	-4
COc1ccccc1N1CCN(N=Cc2ccc(OC)c(OC)c2OC)CC1	14
Cc1ccc(-c2ccc(=O)n(CCCC(=O)Nc3nccs3)n2)cc1	-3
COc1cc(C=NN2C(=O)CSC2=S)ccc1O	3
COc1ccccc1COc1cc(NC(=O)COc2ccccc2Cl)ncn1	9
O=S1(=O)CCCCN1c1ccc(S(=O)(=O)N(CCc2cccs2)Cc2ccco2)cc1	-3
COc1ccc(CNC(=O)N2CCCCC(c3ccc(Cl)cc3)C2)cc1OC (configuration not stated)	13
O=C(NCc1cccs1)N1CCC(S(=O)(=O)Cc2ccco2)CC1	-4
Cc1ccc(C(=O)NN=Cc2ccc[nH]2)cn1	-5
CS(=O)(=O)NCCNC(=O)c1ccc(NC(=O)C2CC2)cc1	0
OC(COc1ccc(Br)cc1)CN1CCN(C(c2ccccc2)c2ccccc2)CC1 (configuration not stated)	0&12
CCOC(=O)CC(=NNc1ncnc2ccccc12)c1ccccc1	13
O=C(NCc1cc(-c2ccccc2F)on1)c1cc(=O)c2ccccc2o1	-20
O=C(Nc1ccccc1F)Nc1ccccc1Cc1nc(C2CC2)no1	-4
CC(Sc1ncc(-c2cccc(Br)c2)o1)C(=O)NCc1ccccc1 (configuration not stated)	-8
O=C(NCCc1ccc(N2CCCC2)cc1)C(=O)Nc1ccc2c(c1)OCCO2	-10
COc1ccc(-c2ccc(N3CCN(C(=O)C4CCCC4)CC3)nn2)cc1OC	-4
O=C(CSc1ccc(F)cc1)N1CCC(Oc2ccc(C(F)(F)F)cn2)CC1	-10
CCOc1cc(C(=O)Nc2ccc(S(=O)(=O)Nc3nc(C)cc(C)n3)cc2)cc(OCC)c1OCC	-3
O=C(CSc1nnc(SCc2ccc(Cl)cc2)s1)NN=Cc1c(Cl)cccc1Cl	-9
Fc1ccc(C=NN2CCN(Cc3ccccc3)CC2)cc1	13
Cn1c(C(C#N)=C(O)c2ccc(C(O)=C(C#N)c3nc4ccccc4n3C)s2)nc2ccccc21	-1
COc1ccc2nc(N3CCNCC3)sc2c1	-11
CS(=O)(=O)c1cccc2sc(N3CCN(C(=O)c4ccc([N+](=O)[O-])o4)CC3)nc12	8
Cc1noc(C2CN(C(=O)c3cc(-c4ccccc4)on3)C2)n1	-16

4 of the compounds above, field by field.
CCOCC(=O)N1CC[C@H](Oc2ccc(N(C)C)nn2)C1
- PriA SSB inh: -14

COc1ccc(CNC(=O)N2C3C=CCC2CC3)cc1 (configuration not stated)
- PriA SSB inh: -19

Cc1noc(C2CN(C(=O)Nc3ccc(C(F)(F)F)cc3)C2)n1
- PriA SSB inh: -3

O=C(Cn1c(=O)n(Cc2ccccc2)c(=O)c2ncccc21)Nc1ccc(F)cc1F
- PriA SSB inh: -19

Quoted at random: 7 compounds from above
SMILES	PriA SSB inh
Cn1c(C(C#N)=C(O)c2ccc(C(O)=C(C#N)c3nc4ccccc4n3C)s2)nc2ccccc21	-1
Fc1ccc(C=NN2CCN(Cc3ccccc3)CC2)cc1	13
O=C(CSc1ccc(F)cc1)N1CCC(Oc2ccc(C(F)(F)F)cn2)CC1	-10
OC(COc1ccc(Br)cc1)CN1CCN(C(c2ccccc2)c2ccccc2)CC1 (configuration not stated)	0&12
O=C(Nc1ccccc1F)Nc1ccccc1Cc1nc(C2CC2)no1	-4
CC(Sc1ncc(-c2cccc(Br)c2)o1)C(=O)NCc1ccccc1 (configuration not stated)	-8
O=C(NCCc1ccc(N2CCCC2)cc1)C(=O)Nc1ccc2c(c1)OCCO2	-10

Further records follow:
SMILES	PriA SSB inh
Cc1ccccc1-c1csc2c(=O)n(CCOc3ccccc3)cnc12	5
O=C(CCCSc1ccc(NC(=O)c2ccc(F)cc2)nn1)NCc1cccnc1	-8&13
O=C(CCc1ccc(Cl)c(C(F)(F)F)c1)N1CC(S(=O)(=O)Cc2ccco2)C1	4
CCOCCSc1nnc(CNC(=O)c2ccccc2)o1	1
CCc1cccc(CC)c1N(COC)C(=O)CN1c2ccccc2N[C@@H]1CC	-17
O=C(C1CCc2nc[nH]c2C1)N1CCC(Oc2ncccn2)CC1 (configuration not stated)	-13
O=C(C1CC(=O)N(c2ccccc2)C1)N1CCc2nc3ccccn3c(=O)c2C1 (configuration not stated)	-11
COc1cc(C(=O)Nc2cccc3c2C(=O)c2ccccc2C3=O)cc(OC)c1OC	-12
O=C1CCCN1CCCn1c(SCc2c(F)cccc2F)nc2ccccc2c1=O	-9
O=C(Cc1csc(Nc2cccc(C(F)(F)F)c2)n1)NCc1cccnc1	3
Nn1c(SCC(=O)Nc2ccc(Cl)c(C(F)(F)F)c2)nnc1C1CCCCC1	-7
COc1ccc([N+](=O)[O-])cc1C=NNC(=O)CNC(=O)C(c1ccccc1)c1ccccc1	-3
O=C(NCC[C@H](O)c1ccccc1)C1CCC1	-2
COc1cccc2sc(NC(=O)c3ccc(NS(=O)(=O)c4ccccc4)cc3)nc12	-8
CC(C)C(=O)N1CCc2ccc(NC(=O)COc3ccc(Cl)cc3)cc2C1	-4
CC(C)(C)C(=O)N1CCc2ccc(NS(=O)(=O)c3ccc(F)cc3F)cc21	0
COc1cccc(NC(=O)c2cc(-c3cccs3)nc3c2c(C)nn3C2CCS(=O)(=O)C2)c1 (configuration not stated)	2
O=C(CNC(=O)c1ccccc1Br)NN=Cc1ccco1	-4
CSc1ccccc1CN1CCC(CNC(=O)C(=O)Nc2cccc(N3CCCC3=O)c2)CC1	-24
O=C(Cc1cccs1)NC1CCC(Oc2ccccn2)CC1 (configuration not stated)	2
O=C(O)C1Cc2nc[nH]c2CN1C(=S)Nc1ccccc1 (configuration not stated)	-6
O=C(NCCOc1ccc(-c2ccc(F)cc2)nn1)C1c2ccccc2Oc2ccccc21	-17&6
Cc1cc(C)n(-c2ncc(NC(=O)c3cccs3)cn2)n1	-4
CCCc1nn(-c2ccccc2)c2c1C(c1cc(OC)c(OC)c(OC)c1)C(C#N)C(=N)O2 (configuration not stated)	15
O=C1C2C3C=CC(CC3)C2C(=O)N1N=Cc1ccc(O)cc1 (configuration not stated)	1
O=C(O)Cn1nnc2ccccc2c1=O	-17
CC1(C)C2CCC1(CS(=O)(=O)Nc1ccc3c(c1)N(C(=O)c1ccco1)CC3)C(=O)C2 (configuration not stated)	-19
COc1ccc(N=NC(=CO)C(=O)c2ccco2)cc1	17
O=C(O)c1cccc(-c2ccccc2)c1	-2
CC(C)c1ccc2c(c1)sc(=NC(=O)c1ccc(S(=O)(=O)N3CCOCC3)cc1)n2C	-12
c1ccc(Cc2nnc(SCc3ccccn3)o2)cc1	-2
CC1CCc2c(sc(NC(=O)/C(C#N)=C/c3cccn3-c3ccc([N+](=O)[O-])cc3)c2C(N)=O)C1 (configuration not stated)	1
COC(=O)Nc1ccc(S(=O)(=O)NCC2(c3ccsc3)CCCC2)cc1	-12
COc1cc(OC)cc(-c2noc(Cn3c(=O)[nH]c4cc5c(cc4c3=O)OCO5)n2)c1	-14
CSc1ncccc1C(=O)NCc1nn(C)c(=O)c2ccccc12	-5
COC(=O)c1c(-c2ccc(F)cc2)csc1NC(=O)CSc1nnc2ccccn12	3
Cc1ccnc(NS(=O)(=O)c2ccc(NC(=O)c3ccc(S(=O)(=O)N4CCCc5ccccc54)cc3)cc2)n1	-7&-2
COc1ccc(OC)c2sc(NC(=O)c3ccc(S(=O)(=O)N4CCc5ccccc5C4)cc3)nc12	-11
O=C(NCC(=O)N1CCOC(c2ccccc2)C1)C(=O)Nc1ccon1 (configuration not stated)	6
CCCCCCC(=O)NN=Cc1ccco1	3

An excerpt. The share of hits here may be higher or lower than overall.
